Assay outcomes (PubChem BioAssay)
SMARCA2 activ = SMARCA2 (BRM) function activators, primary screen, cell-based, luminescence, high throughput; AID 652017, 2013; MG213 cells, MMTV-luciferase reporter, dexamethasone, overnight; activation, % at 9.1 µM; actives 1% (n = 370,000); in the data active = activation above about 7.8%;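 also: 0% = vehicle wells and 100% = reference activator wells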
NPR2 activator = human GC-B receptor activators, primary screen, HEK293 GC-B cells, cGMP TR-FRET, EC30 CNP; 0% at EC30 CNP, 100% saturating CNP; activation, % at 10 µM; actives 0.11% (n = 370,000); Atrial natriuretic peptide receptor 2 (Homo sapiens), P20594;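 active = activation at 10 µM reaching about 35% in either raw or pattern-adjusted values, limit read from the data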
ASAP1 inh = inhibitors of human ASAP1 ArfGAP activity, primary screen, biochemical, fluorescence polarization; AID 624377, 2012; ASAP1-stimulated ARF1 GTP hydrolysis, GDP FP detection; inhibition, % at 16.5 µM; actives 0.19% (n = 360,000); Arf-GAP with SH3 domain, ANK repeat and PH domain-containing protein 1 (Homo sapiens), …; in the data active = inhibition above about 25%;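 also: 0% = vehicle with enzyme and substrate and 100% = no enzyme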
NPR1 activator = GC-A stimulated cGMP production enhancers – HEK293 GC-A cells, cGMP TR-FRET, EC30 ANP, primary screen; Atrial natriuretic peptide receptor 1 (Homo sapiens), P16066; activation, % at 10 µM; 0% at EC30 ANP, 100% saturating ANP; actives 0.14% (n = 370,000); in the data active = activation above about 40%
ARFGAP1 inhibitor = inhibitors of rat ARFGAP1 GAP activity, primary screen, biochemical, fluorescence polarization, GDP tracer; ADP-ribosylation factor GTPase-activating protein 1 (Rattus norvegicus), Q62848; AID 651572, 2012; Arfgap1-stimulated ARF1 GTP hydrolysis, GDP FP detection; actives 0.26% (n = 360,000); inhibition, % at 16.5 µM;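 active = inhibition above a per-plate limit, mean inhibition of low control wells plus 3 SD, cut at about 25% in these data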;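 also: 0% = DMSO wells with enzyme and 100% = wells lacking Arfgap1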
Target sequence (Q62848 1-136 limits assumed): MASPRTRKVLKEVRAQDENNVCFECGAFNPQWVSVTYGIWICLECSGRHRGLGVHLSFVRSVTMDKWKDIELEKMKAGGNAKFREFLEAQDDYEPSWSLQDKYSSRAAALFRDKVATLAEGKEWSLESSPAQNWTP
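Repeats: one replicate per compound; assay system: rat Arfgap1 catalytic domain, aa 1-136; times: enzyme reaction 120 min at 25 °C after 20 min preincubation; detection: FP of antibody-bound GDP Alexa 633 tracer, ex 620/em 688 nm; benchmarks: high control wells lacking Arfgap1, low control full reaction with DMSO; reagent: human ARF1(Δ1-17)-GTP substrate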
HTRA1 inhibitor = HTRA1 serine protease inhibitors, primary screen, biochemical, fluorescence polarization, HTS; recombinant HTRA1, FP-rhodamine activity-based probe; inhibition, % at 5.96 µM; actives 0.5% (n = 340,000); Q92743; in the data active = inhibition above about 36%;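 also: 0% = enzyme with DMSO and 100% = wells lacking enzyme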
rCAG RNA binder = binders of r(CAG) RNA repeats, primary screen, biochemical, fluorescence; inhibition, % at 3 µM; AID 651821, 2012; r(CAG) RNA repeat, TO-PRO-1 dye displacement fluorescence; actives 1.3% (n = 370,000);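 active = inhibition above the plate cutoff, the mean of all test compounds on that plate plus 3 SD, cut at about 35% in these data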;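 also: 0% = DMSO alone and 100% = 100 µM mitoxantrone as full dye displacement; higher means more dye released from RNA so lower well fluorescence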
ABHD4 inh = ABHD4 inhibitors, primary screen, biochemical, fluorescence polarization, mouse. inhibition, % at 8.92 µM. (Lyso)-N-acylphosphatidylethanolamine lipase (Mus musculus), Q8VD66. actives 0.54% (n = 370,000). purified mABHD4, FP-Rh probe fluorescence polarization;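 active = inhibition exceeding the mean over every tested compound plus 3 SD, cut at about 30% in these data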;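 also: 0% = plate median of compound wells and 100% = S159A mutant with DMSO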
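Test system: mABHD4 protein; Read-out basis: % inhibition; Incubation: 45 min + 60 min at 25 °C; Repeats: single replicate; Technique: fluorescence polarization with parallel and perpendicular emission, 525/598 nm; Compound: 8.92 µM, single dose; Benchmarks: full inhibition S159A mutant plus DMSO, zero as sample-well median.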
Rev-erbA mod = modulators of Rev-erb alpha DNA binding, primary screen, biochemical, FITC-DNA, fluorescence polarization, uHTS; actives 0.79% (n = 370,000); Nuclear receptor subfamily 1 group D member 1 (Homo sapiens), P20393; activity, % at 10 µM; Rev-erbα–FITC-DNA binding, 90 min;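 active = activity above about 14%, limit read from the data; passing the limit was not always enough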;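 also: 0% = DMSO wells with 35 nM protein and 100% = DMSO wells with 750 nM protein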
Target sequence (P20393 whole entry, looked up): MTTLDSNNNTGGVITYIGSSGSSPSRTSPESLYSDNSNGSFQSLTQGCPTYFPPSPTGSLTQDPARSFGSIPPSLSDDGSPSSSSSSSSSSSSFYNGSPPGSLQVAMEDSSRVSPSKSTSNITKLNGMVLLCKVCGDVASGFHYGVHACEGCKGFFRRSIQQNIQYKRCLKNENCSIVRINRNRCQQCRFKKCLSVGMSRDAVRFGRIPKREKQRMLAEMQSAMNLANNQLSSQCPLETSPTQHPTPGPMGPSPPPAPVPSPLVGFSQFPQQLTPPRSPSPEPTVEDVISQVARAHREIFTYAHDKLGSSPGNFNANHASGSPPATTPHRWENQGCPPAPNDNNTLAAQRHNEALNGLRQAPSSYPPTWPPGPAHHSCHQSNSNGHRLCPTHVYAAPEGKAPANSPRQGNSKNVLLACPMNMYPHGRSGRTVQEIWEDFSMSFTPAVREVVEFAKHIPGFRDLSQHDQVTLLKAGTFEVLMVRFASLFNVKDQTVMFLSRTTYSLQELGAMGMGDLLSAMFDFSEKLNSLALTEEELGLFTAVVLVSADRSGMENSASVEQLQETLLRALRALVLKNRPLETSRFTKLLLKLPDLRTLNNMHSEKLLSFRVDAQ
PG9 binder = binders of HIV-1 gp120 antibody PG9, primary screen, biochemical, TR-FRET. HIV-1 gp120 / PG9 antibody interaction. TR-FRET gp120-PG9 antibody binding. inhibition, % at 6.7 µM. actives 0.43% (n = 360,000). AID 624416, 2012; in the data active = inhibition above about 8.5%
* marks the source's active call; other numbers are inactive results; / = not tested or not shown; & = joins results of further samples.

#1 COc1cccc(OC)c1OCCOc1ccc(C(=O)c2ccccc2)cc1
#2 CCCC(=O)Nc1nc(C)c(-c2csc(Nc3cc(OC)ccc3OC)n2)s1
#3 CCc1ccc(-c2nc(SCC(=O)N3CCOCC3)n[nH]2)cc1
#4 CC(C)NC(=O)c1sc2nc(-c3cccs3)cc(-c3cccs3)c2c1N
#5 CC(C)(C)OC(=O)NOCC(=O)N(CC(=O)c1ccccc1)Cc1ccccc1

Screen / compound no.,1,2,3,4,5
SMARCA2 activ,-1,1,4,1,0
NPR2 activator,8,2,5,-6,9
ASAP1 inh,-6,12,3,1,5
NPR1 activator,2,6,1,5,2
ARFGAP1 inhibitor,2,20,-12,-4,0
HTRA1 inhibitor,-14,30,3,/,0
rCAG RNA binder,-4,22,-4,6,1
ABHD4 inh,-7,32*,-4,12,0
Rev-erbA mod,2,0,-2,0,3
PG9 binder,-0.2,-1.6,0.2,1.3,0.2

#6 COc1cc(SC)ccc1C(=O)N1CCCc2ccccc21
#7 Cc1ccc(N(C)S(=O)(=O)c2csc(C(N)=O)c2)cc1C
#8 O=C(CSc1cc(Cl)ccc1Cl)NCCN1C(=O)CSC1=O
#9 CCN(CC)c1ccc(N=Cc2ccc(N(CC)CC)cc2O)cc1
#10 Cc1cccc(OCC(O)Cn2c(=N)n(CCN3CCOCC3)c3ccccc32)c1 (centres undefined)

Screen / compound no.,6,7,8,9,10
SMARCA2 activ,1,0,2,-1,-2
NPR2 activator,-20,-1,-2,-8,-1
ASAP1 inh,-3,15,-9,-16,-14
NPR1 activator,-34,0,0,3,-2
ARFGAP1 inhibitor,-4,8,-4,-18,-1
HTRA1 inhibitor,8,-3,-10,65*,5
rCAG RNA binder,-4,-3,7,7,-3
ABHD4 inh,2,6,-4,39*,2
Rev-erbA mod,2,-5,1,0,-3
PG9 binder,-2.2,-1.6,0.7,-7.8,0.0

#11 Cn1c(CNC(=O)CNC(=O)c2ccc(C(C)(C)C)cc2)cc(=O)n(C)c1=O
#12 O=C(NCC(c1ccc(F)cc1)N1CCOCC1)c1ccccc1F (centres undefined)
#13 CCCc1cc2c(=O)c(-c3ccccn3)c(C)oc2cc1O
#14 O=c1cc(CCl)nc2sc3ccccc3n12
#15 CSCC[C@H](NC(=O)OC(C)(C)C)c1nnc(SCC(N)=O)o1

Screen / compound no.,11,12,13,14,15
SMARCA2 activ,-3,2,-5,4,3
NPR2 activator,2,1,-6,0,0
ASAP1 inh,2,5,-2,4,3
NPR1 activator,-1,1,0,-8,2
ARFGAP1 inhibitor,0,-4,-5,2,18
HTRA1 inhibitor,6,5,-3,5,-2
rCAG RNA binder,-1,-4,-5,10,-2
ABHD4 inh,-7,-3,2,4,11
Rev-erbA mod,-4,6,-3,-15,2
PG9 binder,1.0,-0.7,0.1,-0.4,0.6

#16 O=C(CCC(=O)N(CC(=O)NC1CCCCC1)Cc1cccs1)Nc1ccccn1
#17 CN1CCN(c2nc(-c3cccnc3)nc3ccccc23)CC1
#18 COc1ccc(CC(=O)NCc2nnc(SCC(=O)Nc3nccs3)n2-c2ccccc2)cc1
#19 Cc1[nH]c2ccccc2c1C(=O)C(=O)NCCCc1ccccc1
#20 Cc1cc(Nc2cccc(F)c2)cc(=O)n1-c1cccc(F)c1

Screen / compound no.,16,17,18,19,20
SMARCA2 activ,0,0,-1,-2,-2
NPR2 activator,-3,2,2,6,0
ASAP1 inh,-7,-9,10,-3,-1
NPR1 activator,-5,1,-1,5,5
ARFGAP1 inhibitor,-1,4,3,4,-1
HTRA1 inhibitor,1,2,0,-11,/
rCAG RNA binder,-4,-9,1,2,3
ABHD4 inh,-8,5,1,-2,3
Rev-erbA mod,0,0,-2,-3,1
PG9 binder,0.5,1.0,0.4,1.3,-1.5

#21 NS(=O)(=O)c1ccc(CCNC(=O)CNC(=O)C2CCCCC2)cc1
#22 COc1ccc(C)cc1NC(=O)Nc1ccc(Br)cn1
#23 COC(=O)C1=C(C)NC(C)=C(C(=O)OC)C1c1ccc(-c2cc(Cl)ccc2Cl)o1
#24 CCOC(=O)c1ccc2nc(NC(=O)C(C)C)sc2c1
#25 C=CCn1c(=O)c2c3c(sc2n2c(Nc4ccc(OC)cc4)nnc12)CCCC3

Screen / compound no.,21,22,23,24,25
SMARCA2 activ,-1,-2,-2,10*,-2
NPR2 activator,1,-5,-3,3,54*
ASAP1 inh,4,-5,0,-3,-4
NPR1 activator,3,1,-15,2,48*
ARFGAP1 inhibitor,-3,-1,-6,-2,9
HTRA1 inhibitor,0,-2,-62,-3,-20
rCAG RNA binder,-1,0,4,2,0
ABHD4 inh,4,-1,-6,-6,11
Rev-erbA mod,-4,-17,9,-2,-5
PG9 binder,-1.3,2.3,-0.9,0.6,-3.2

#26 CCCCCCCCCCCCCCCC(=O)OC/C=C(C)/C=C/C=C(C)/C=C/C1=C(C)CCCC1(C)C
#27 COc1ccc(NC(=S)NC(=O)c2ccc3c(c2)OCCO3)cc1
#28 CCOc1cc(S(=O)(=O)N2CCN(Cc3ccccc3)CC2)ccc1Br
#29 Cc1ccc(Cl)cc1N1CCN(S(=O)(=O)c2cccc(S(=O)(=O)N3CCCC3)c2)CC1
#30 CCN(CC)c1nc2c(c(=O)[nH]c(=O)n2C)n1Cc1ccccc1Cl

Screen / compound no.,26,27,28,29,30
SMARCA2 activ,1,11*,0,1,-2
NPR2 activator,6,-1,1,3,2
ASAP1 inh,7,-10,6,10,13
NPR1 activator,0,1,1,-2,6
ARFGAP1 inhibitor,-8,12,-1,-3,-3
HTRA1 inhibitor,2,-1,-30,-16,5
rCAG RNA binder,0,1,2,4,-3
ABHD4 inh,-1,-4,-8,-12,-1
Rev-erbA mod,7&-1,3,-2,3,-8
PG9 binder,0.9,-2.0,0.7,-1.7,-0.6

#31 Cc1cc(C)nc(N2CCC(C(=O)Nc3cccc(C(F)(F)F)c3)CC2)n1
#32 CC1CCN(C(=O)COC(=O)c2cc(Cl)cc(Cl)c2N)CC1
#33 Cc1ccc(C)c(OCCC(=O)OCC(=O)NNC(=O)c2ccccc2)c1
#34 COc1cccc(C(=O)OCC(=O)NCCCc2ccccc2)c1
#35 CCCCOc1ccc(/C(O)=C2/C(=O)C(=O)N(CCCOC)C2c2ccncc2)cc1C (centres undefined)

Screen / compound no.,31,32,33,34,35
SMARCA2 activ,-5,6,-4,0,-2
NPR2 activator,3,1,-1,-4,2
ASAP1 inh,-26,20,-8,2,0
NPR1 activator,-1,-1,3,1,5
ARFGAP1 inhibitor,3,1,-13,8,7
HTRA1 inhibitor,-5,-9,-3,3,-3
rCAG RNA binder,4,-3,1,-5,8
ABHD4 inh,-3,5,3,-1,-5
Rev-erbA mod,-4,1,5,9,-5
PG9 binder,-1.2,1.8,1.5,0.7,0.2

5 entries from above in another layout:
Results follow in this order: SMARCA2 activ, NPR2 activator, ASAP1 inh, NPR1 activator, ARFGAP1 inhibitor, HTRA1 inhibitor, rCAG RNA binder, ABHD4 inh, Rev-erbA mod, PG9 binder
(31) Cc1cc(C)nc(N2CCC(C(=O)Nc3cccc(C(F)(F)F)c3)CC2)n1
  -5, 3, -26, -1, 3, -5, 4, -3, -4, -1.2
(32) CC1CCN(C(=O)COC(=O)c2cc(Cl)cc(Cl)c2N)CC1
  6, 1, 20, -1, 1, -9, -3, 5, 1, 1.8
(33) Cc1ccc(C)c(OCCC(=O)OCC(=O)NNC(=O)c2ccccc2)c1
  -4, -1, -8, 3, -13, -3, 1, 3, 5, 1.5
(34) COc1cccc(C(=O)OCC(=O)NCCCc2ccccc2)c1
  0, -4, 2, 1, 8, 3, -5, -1, 9, 0.7
(35) CCCCOc1ccc(/C(O)=C2/C(=O)C(=O)N(CCCOC)C2c2ccncc2)cc1C (centres undefined)
  -2, 2, 0, 5, 7, -3, 8, -5, -5, 0.2

Next results follow:
#36 CCN1C(=O)N[C@H](c2ccc(Br)cc2)C(C(C)=O)=C1C
#37 NC(=O)C1CCN(C(=O)c2ccc(Cl)c(S(=O)(=O)NCc3ccco3)c2)CC1
#38 Cc1nc2ncnn2c(N2CCN(C(=O)c3cccc(F)c3)CC2)c1Cc1ccccc1
#39 CCCOCn1cc(F)c(=O)[nH]c1=O
#40 COc1c(C)cc(C(=O)C2CCCN(S(=O)(=O)N(C)C)C2)cc1C (centres undefined)

Screen / compound no.,36,37,38,39,40
SMARCA2 activ,-1,1,0,2,0
NPR2 activator,0,-1,0,1,5
ASAP1 inh,3,0,-3,-2,-8
NPR1 activator,0,1,1,2,-5
ARFGAP1 inhibitor,-2,-6,10,-7,-2
HTRA1 inhibitor,-10,1,9,7,-1
rCAG RNA binder,0,0,-7,-2,-9
ABHD4 inh,-3,4,1,3,2
Rev-erbA mod,1,-1,3,-2,0
PG9 binder,-1.1,-0.7,-0.8,-1.1,-2.2

#41 Cc1ccc(OCC(=O)OCC(=O)NC2CCCCCC2)cc1C
#42 Cc1ccc(/C=C(\NC(=O)c2ccccc2)C(=O)OCc2ccccc2)cc1
#43 Cc1nc(SCC(=O)NCC2CCCO2)c2c3c(sc2n1)CCCC3 (centres undefined)
#44 O=C(Cn1c(O)c(/C=C2\C=Nc3ccc(Br)cc32)sc1=O)N1CCCC1
#45 Cc1cccc(NC(=O)CSc2nc3ccccc3c(=O)n2C)c1C
#46 COc1c(Cl)cc(C(=O)NCc2ccco2)cc1Cl

Screen / compound no.,41,42,43,44,45,46
SMARCA2 activ,-2,-4,0,-3,-6,3
NPR2 activator,-3,-1,-1,5,-1,-1
ASAP1 inh,0,2,11,0,-8,-5
NPR1 activator,0,2,-4,-1,1,2
ARFGAP1 inhibitor,19,3,-16,0,-12,-16
HTRA1 inhibitor,5,-10,-4,-4,0,-3
rCAG RNA binder,-2,-2,-1,13,1,-2
ABHD4 inh,5,3,-3,1,-1,-2
Rev-erbA mod,2,-1,-3,-17,4,0
PG9 binder,-3.0,0.1,-2.9,-0.1,1.6,0.7
